Screening data: PubChem BioAssay, National Center for Advancing Translational Sciences (NCATS)
Pf growth 96h = inhibits malaria parasite growth, 96 h; P. falciparum luciferase reporter growth, 96 h; Potency, µM (doses to about 28.7 µM), inactives show top-dose activity change, negative = inhibition, actives largely listed as inhibitors; 6.9% of 320,000 active; AID 504834; further: potency means the concentration at half of the fitted maximal effect; on the % scale 0 is the no-effect control and ±100 the full control effect
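Readout is luminescence from an integrated firefly luciferase in P. falciparum. Red cells, 2% hematocrit and 0.05% parasitemia final, were cultured with compound through two parasite generations (96 hours) at 37 C, 5% CO2.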
Shiga inhibitor = Shiga toxin inhibition | Vero cells, Shiga toxin protein synthesis inhibition reporter | inhibition, % at 38.7 µM | 9.2% of 290,000 active | AID 2315; in the data active means inhibition mostly above about 28%, no sharp cut-off; inactive means mostly below about 43%; further: 0% is about no effect
CHX counter = counter-screen hit for Shiga toxin inhibitors, cycloheximide. cell reporter, cycloheximide protein synthesis inhibition counterscreen. max response, %. 12% of 300,000 active. AID 2314; in the data active means max response mostly above about 13%, no sharp cut-off; inactive means mostly below about 14%; further: read at 38.3 µM for the half of the compounds with a filed dose; 0% is about no effect
Sm TGR inh = blocks Schistosoma mansoni thioredoxin glutathione reductase; Q962Y6; purified TGR, DTNB reduction, TNB absorbance 405 nm; Potency, µM (doses to about 114 µM), inactives show top-dose activity change, negative = inhibition, usual class: inhibitors; 3% of 360,000 active; AID 485364; further: potency means the concentration at half of the fitted maximal effect; on the % scale 0 is the no-effect control and ±100 the full control effect; nearly all actives have a fitted effect of over 60% in size
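TGR 20 nM + NADPH 100 uM (dispensed conc.), cpd preinc 15 min RT; start with NADPH (500 uM addition) then DTNB (15 mM addition). Kinetic TNB absorbance, 405 nm filter. Four-parameter Hill fit across titration.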
Giardia FBPA inh = blocks Giardia fructose-bisphosphate aldolase activity. A8B2U2. purified Giardia FBPA. Potency, µM (highest dose often 59.6 µM), without a hit: at the highest dose activity, negative = inhibition, most hits filed as inhibitors. 0.71% of 290,000 active; further: potency means the concentration at half of the fitted maximal effect; on the % scale 0 is the no-effect control and ±100 the full control effect; nearly all actives have a fitted effect of over 55% in size
Target sequence (A8B2U2 whole entry, looked up): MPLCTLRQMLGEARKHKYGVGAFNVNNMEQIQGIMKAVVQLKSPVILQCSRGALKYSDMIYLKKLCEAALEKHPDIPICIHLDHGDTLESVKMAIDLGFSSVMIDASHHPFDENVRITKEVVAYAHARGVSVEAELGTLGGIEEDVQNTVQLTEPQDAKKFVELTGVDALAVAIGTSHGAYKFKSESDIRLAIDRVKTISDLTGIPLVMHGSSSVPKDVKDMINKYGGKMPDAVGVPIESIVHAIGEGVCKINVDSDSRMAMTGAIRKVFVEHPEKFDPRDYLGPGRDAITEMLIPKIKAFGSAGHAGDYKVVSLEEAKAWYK
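Giardia FBPA (40 nM reagent) was preincubated 10 min at RT with compound (up to 57.5 uM final), then substrate plus GAPDH/TPI/NAD/arsenate coupling system with diaphorase/resazurin was added; resorufin fluorescence (525/598 nm) was read after 20 min.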
Pf growth 48h = P. falciparum growth inhibition at 48 hours (one generation). Potency, µM (top dose mostly 28.7 µM), for inactives: top-dose activity change, negative = inhibition, usual class: inhibitors. P. falciparum luciferase growth in erythrocytes, 48 h. AID 504832. 5.9% of 310,000 active; further: potency means the concentration at half of the fitted maximal effect; on the % scale 0 is the no-effect control and ±100 the full control effect
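Read-out is firefly luciferase luminescence from an integrated reporter in P. falciparum, so falling signal marks reduced parasite growth. Infected erythrocytes were at 2% hematocrit and 0.1% parasitemia (final) in Albumax-supplemented RPMI 1640.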
An asterisk follows results filed as active; ? = inconclusive; nt = not tested or not shown; & = joins results of further samples; [ ] = another dose, or the depositor's remark. Unless noted, the call rests on the fitted dose curve; in most records, active means well fitted curve in the direction sought with a large enough effect; inconclusive means small, poorly fitted or top-dose-only effect, or another doubt; inactive means no such curve, though single readings can be large; an effect the other way counts as inactive or inconclusive. Compounds as they come. Share with any hit: about 24%.

molecule | Pf growth 96h | Shiga inhibitor | CHX counter | Sm TGR inh | Giardia FBPA inh | Pf growth 48h
CC1(OC(=O)C2CCCC2)C(=O)C=C2C=C3CCCCN3C=C2C1=O (configuration not stated) | ? | -6 | -3 | -32% | ? | 58%[activator]
Cc1cc(=O)[nH]c(SCC(=O)Nc2cccc(S(=O)(=O)N3CCOCC3)c2)n1 | ? | nt | nt | -5% | nt | -28%
CCOc1ccc(NC(=O)CN2CCN(CC(=O)Nc3cccc(F)c3)CC2)cc1 | 37%[activator] | 1 | -1 | 1% | 2% | -23%
O=C(COc1ccc(Cl)cc1)Nc1cc2c3c(c1)CC(=O)N3CCC2 | ? | nt | nt | 0% | nt | -12%
Cc1ccccc1OCc1nnc2n1CC(C)S2 (configuration not stated) | -3% | 9 | -1 | -2% | 1% | 0%
CCOC(=O)C1CCN(S(=O)(=O)c2cccc(-c3cn4cccc(C)c4n3)c2)CC1 | -6% | -15 | 2 | 3% | 0% | -6%
CS(=O)(=O)Nc1cccc(C2=NN(C(=O)c3ccco3)C(c3ccco3)C2)c1 (configuration not stated) | ? | 15 | -3 | -34% | -7% | -14%
Cc1ccc(NC(=O)Cn2cc(C(F)(F)F)cc(Cl)c2=O)cc1S(=O)(=O)N1CCCCC1 | ? | nt | nt | 1% | nt | ?
CN(CCc1ccccn1)C(=O)CCC1CCCN(C(=O)c2c(F)ccc(F)c2F)C1 (configuration not stated) | ? | -3 | -2 | 5% | nt | -19%
O=C(NCCCN1CCCC1=O)c1cc2c(s1)CCCCC2 | 60%[activator] | 73* | 49* | 8% | 3% | 53%[activator]
Cc1c(N(C(=O)Cc2cccs2)C2(C(=O)NC3CCCC3)CCCCC2)c(=O)n(-c2ccccc2)n1C | ? | 13 | -5 | -17% | -1% | -20%
COc1ccc(S(=O)(=O)NCc2csc(C)n2)cc1 | -3% | -14 | -3 | 9% | 4% | 10%
CCC(C)[C@H]1CNCCN1CCc1cccc2ccccc12 (some centres not stated) | ? | nt | nt | -24% | nt | ?
CC(NC(=O)CSc1nc2ccccc2n1C)c1ccccc1 (configuration not stated) | 17% | -7 | -7 | -9% | -8% | 3%
Cc1ccc(NC(=O)CN(C)C(=O)Cn2c(=O)oc3ccccc32)cc1 | 48%[activator] | nt | nt | 4% | nt | 22%
CC(=O)NCCN1C(=O)S/C(=C\c2cccs2)C1=O | 76% | 10 | 14 | -5% | 0% | 53%[activator]
Cc1ccc(C(=O)N2C(CC(=O)Nc3ccc(Cl)cc3)C(=O)NC3CCCCC32)cc1 (configuration not stated) | 2% | -28 | -4 | 25% | 3% | ?
C=CCN(CC=C)C(=S)NC(=O)c1ccc(C)c(Br)c1 | ? | 19 | 11 | 0% | 30% | ?
CCCCn1c(N)c(N(CC(C)C)C(=O)c2c(CC)noc2C)c(=O)[nH]c1=O | 7% | nt | nt | -4% | nt | 11%
COc1ccc(OC)c(S(=O)(=O)N2CCCC(C(=O)N3CCCCCC3)C2)c1 (configuration not stated) | ? | 19 | -3 | -5% | 4% | -12%
O=C(NC(Nc1nc2ccc([N+](=O)[O-])cc2s1)(C(F)(F)F)C(F)(F)F)c1cccnc1 | ? | -7 | 7 | -14% | 0% | 7.4µM*
C/C(=N/NC(=O)c1ccc(Cl)s1)c1ccc(NC(=O)COc2ccc(Cl)cc2)cc1 | ? | -5 | 15 | -3% | -5% | -17%
COC(=O)c1cc(NC(=O)CN2CCc3cc4c(cc3C2)OCCCO4)cc(C(=O)OC)c1 | 9.3µM* | -4 | -1 | -3% | -5% | -6%
COc1cccc(C(=O)N2CCN(Cc3ccc(OC)cc3OC)CC2)c1 | -11% | nt | 3 | 9% | ? | -10%
OCC(CO)(CO)N=Cc1cc(Br)ccc1O | 3% | -17 | -4 | 1%[11.4 µM] | 3% | nt

Later entries:
molecule | Pf growth 96h | Shiga inhibitor | CHX counter | Sm TGR inh | Giardia FBPA inh | Pf growth 48h
CCOc1ccc(-c2cn(-c3ccc(OC)cc3)c(SC)n2)cc1 | ? | 113* | 68* | 6% | -5% | 168%[activator]
COC(=O)CSc1nc2c(c(=O)n(C)c(=O)n2C)n1CCCc1ccccc1 | 3% | -10 | -3 | -2% | -1% | 13%
CC1(c2ccc3noc(-c4ccccc4)c3c2)OCCO1 | nt | 30 | -1 | -1% | -3% | -29%
O=C(c1ccc(F)cc1)c1ccc(N2CCCCC2)cc1 | -13% | 97* | 61* | 13% | 0% | 88%[activator]
Cc1ccc(C)c(Cn2c(C(=O)OC(C)C)cc3c2ccn3C)c1 | 0% | -47 | 2 | 17% | nt | ?
CCc1nc2sc3c(c2c(=O)n1CCO)CCC3 | -1% | -4 | -1 | -2% | -4% | 1%
C=CCn1c(-c2cccnc2)n[nH]c1=S | ? | 5 | 9 | 8% | ? | 2%
CCc1ccc(/C=C(/C#N)C(N)=S)s1 | ? | 57 | 13 | 0% | -2% | 1%
COc1cccc(NC(=O)Cc2c(O)c3ccccc3[nH]c2=O)c1 | ? | 4 | -1 | 4%[11.4 µM] | 0% | nt
COc1ccc(OCCCC(=O)NCCc2ccccc2)cc1 | 370%[activator] | -4 | -2 | -7% | -4% | -1%
O=C(NCC(=O)N1CCOCC1)c1ccc(Br)o1 | 1% | nt | nt | -10% | nt | 20%
CCCNS(=O)(=O)c1ccc(OCC(=O)Nc2ccc3c(c2)OCCO3)c(C)c1 | ? | nt | nt | 2% | nt | 5%
CC(C)(C)NC(=S)Nc1cccc(C(F)(F)F)c1 | ? | 4 | 8 | 1% | -23% | ?
C#CCSc1nncn1C(=O)/C=C/c1ccccc1 | 54%[activator] | 13 | 9 | 71µM* | ? | 12%
Cc1nc(N)nc2c1CCCC2 | ? | -11 | -3 | 14% | 3% | nt
CN1C(=O)CC(Nc2cccc3cccc(N)c23)C1=O (configuration not stated) | 78%[activator] | -3 | -7 | 32µM* | ? | -11%
Cc1ccc(N=CN(C)C=Nc2ccc(C)cc2C)c(C)c1 | -10% | nt | nt | nt | 2% | -15%
CCOc1ccc(CNC(=O)CCS(=O)(=O)c2ccc3c(c2)NC(=O)CO3)cc1OC | 14% | 15 | -2 | -4% | 4% | 6%
O=C(N/N=C/c1cccnc1)c1ccc(Cn2cc([N+](=O)[O-])cn2)o1 | -17% | 3 | -6 | 7% | 1% | -18%
O=C(COc1ccc(Cl)cc1)NCCCNC(=O)c1cccnc1 | 6% | 36 | 5 | 6% | 3% | -26%
Cc1ccc(S(=O)(=O)N2CCN=C2SCc2c(F)cccc2Cl)cc1 | ? | -3 | 1 | -23% | nt | -17%
Cc1ccc(Cl)c(OCCCN(C)Cc2ccccc2)c1 | ? | 23 | 5 | -8% | ? | ?
NC(=O)C1CCN(S(=O)(=O)c2ccccc2[N+](=O)[O-])CC1 | ? | -15 | -3 | 10% | -2% | 0%
Cc1noc(C)c1CCC(=O)N1CCCC(CO)(Cc2ccccc2)C1 (configuration not stated) | ? | 99* | 31* | -14% | -4% | -13%
COCCCNc1nc2ccccc2nc1NS(=O)(=O)c1cccs1 | 21% | 10 | 11 | 5% | 1% | 2%

An excerpt from above in order of formula weight, falling.
molecule | Pf growth 96h | Shiga inhibitor | CHX counter | Sm TGR inh | Giardia FBPA inh | Pf growth 48h
COCCCNc1nc2ccccc2nc1NS(=O)(=O)c1cccs1 | 21% | 10 | 11 | 5% | 1% | 2%
O=C(COc1ccc(Cl)cc1)NCCCNC(=O)c1cccnc1 | 6% | 36 | 5 | 6% | 3% | -26%
Cc1ccc(C)c(Cn2c(C(=O)OC(C)C)cc3c2ccn3C)c1 | 0% | -47 | 2 | 17% | nt | ?

The listing picks up, repeating the 6 entries before the break.
molecule | Pf growth 96h | Shiga inhibitor | CHX counter | Sm TGR inh | Giardia FBPA inh | Pf growth 48h
O=C(COc1ccc(Cl)cc1)NCCCNC(=O)c1cccnc1 | 6% | 36 | 5 | 6% | 3% | -26%
Cc1ccc(S(=O)(=O)N2CCN=C2SCc2c(F)cccc2Cl)cc1 | ? | -3 | 1 | -23% | nt | -17%
Cc1ccc(Cl)c(OCCCN(C)Cc2ccccc2)c1 | ? | 23 | 5 | -8% | ? | ?
NC(=O)C1CCN(S(=O)(=O)c2ccccc2[N+](=O)[O-])CC1 | ? | -15 | -3 | 10% | -2% | 0%
Cc1noc(C)c1CCC(=O)N1CCCC(CO)(Cc2ccccc2)C1 (configuration not stated) | ? | 99* | 31* | -14% | -4% | -13%
COCCCNc1nc2ccccc2nc1NS(=O)(=O)c1cccs1 | 21% | 10 | 11 | 5% | 1% | 2%
CN(C)c1ccc(NC(=O)CCCc2ccccc2)cc1 | nt | 100* | 36* | -8% | ? | 104%[activator]
Cc1oc(-c2ccccc2)nc1CSc1nc2c(c(=O)[nH]1)CCC2 | ? | -4 | -2 | -9% | -10% | 16%
CCN(CC)S(=O)(=O)c1cc(NC(=O)CSc2nc3c(cc2C#N)C(=O)CC(C)(C)C3)ccc1C | 2.6µM* | 1 | -1 | -4% | 2% | 3.7µM*
Cc1ccccc1NC(=O)Cc1nc(CSc2nnc(-c3ccc4c(c3)OCO4)o2)cs1 | 14%[5.75 µM] | 32 | 10 | 0% | 3% | 4%
CC(C)CCN(CCC(C)C)C(CO)(CO)CO | 73% | -4 | -4 | 0% | ? | -1%
Nc1cc(-c2ccc(Cl)cc2)nn1S(=O)(=O)c1ccccc1 | -1% | -8 | -4 | -3% | -2% | nt
COc1ccc(C)cc1C(=O)CCC(=O)NCCc1ccc(S(N)(=O)=O)cc1 | -16% | -4 | -3 | -16% | 1% | -17%
CN(C(=O)c1cccnc1)c1nnc(-c2cnccn2)s1 | ? | 45 | 27* | 21% | 9% | -5%
C=Cc1ccc(Cn2nc(-c3ccc(C)cc3)ccc2=O)cc1 | 18% | 5 | 5 | 5%&-1% | 15% | 15%
O=c1c2ccccc2nnn1CSc1nc2ccccc2c(=O)n1CCCO | 0% | 3 | 16 | -20% | 6% | -21%
CCn1cc(CNC(=O)C2CCC(=O)N(Cc3ccc(Cl)cc3)C2)cn1 (configuration not stated) | ? | -3 | -2 | -13% | nt | -18%
COc1cc2nc(CSc3nc(-c4ccc(F)cc4)cs3)[nH]c(=O)c2cc1OC | ? | -9 | -1 | -3% | -8% | -28%
COCCn1c(CN(Cc2ccccc2)Cc2ccccc2)nc2c1c(=O)n(C)c(=O)n2C | 2.9µM* | 10 | 4 | -1% | -1% | nt
O=C(CCCN1C(=O)/C(=C\c2cccs2)SC1=S)Nc1cccnc1 | 54%[activator] | 4 | -2 | -2% | 2% | -15%
Cc1ccc(CNC(=O)c2ccc3nc4[nH]c5ccccc5c4nc3c2)cc1 | -2% | -11 | 7 | -1% | 0% | ?
COc1ccc(N2CCN(C(=O)c3ccc(Cn4c(=S)[nH]c5ccc(N6CCOCC6)cc5c4=O)cc3)CC2)cc1 | 38%[activator] | 87* | 40* | 8% | 0% | ?
COc1ccc(/C=C2\SC(=S)N(CCC(=O)NC3CCCC3)C2=O)cc1OC | ? | -6 | -1 | 1% | 2% | 11%
CCCn1c(CCNC(=O)c2ccco2)nc2ccccc21 | 15% | -1 | -3 | 1% | -9% | 13%
O=C(CC(c1ccccc1)c1ccccc1)Nc1ccncc1 | 10µM* | -7 | -2 | 0% | -1% | ?
CCC(C)[C@H](NC(=O)NC1CC1)C(=O)O (some centres not stated) | 19% | -4 | -3 | -4% | 8% | 20%
O=C1NC(=O)c2cc(NC(=O)C3CCCCC3)ccc21 | nt | 21 | 6 | 10% | -2% | 24%
COc1cccc(NC(=O)CC2SC(=Nc3ccccc3)NC2=O)c1 (configuration not stated) | 29% | -17 | -3 | -21% | 16% | nt
COc1ccc(/C=N/NC(=O)COc2ccc(Cl)cc2Cl)cc1Cn1nc(C)cc1C | 107%[activator] | -7 | -3 | 2% | 7% | -3%
